Screens (PubChem BioAssay)
Mtb UGM inh – M. tuberculosis UGM enzyme inhibitors, primary screen, biochemical, fluorescence polarization, single point. inhibition, % at 10 µM. hit rate 0.06% among 320,000. UDP-galactopyranose mutase (Mycobacterium tuberculosis (strain ATCC 25618 / H37Rv)), …. AID 504406, 2011. purified UGM, fluorescence polarization probe displacement; in the data active = inhibition above about 10%, passing the limit was not always enough; inconclusive = no clear call, values can overlap the other calls
Target sequence (P9WIQ1 whole entry, looked up): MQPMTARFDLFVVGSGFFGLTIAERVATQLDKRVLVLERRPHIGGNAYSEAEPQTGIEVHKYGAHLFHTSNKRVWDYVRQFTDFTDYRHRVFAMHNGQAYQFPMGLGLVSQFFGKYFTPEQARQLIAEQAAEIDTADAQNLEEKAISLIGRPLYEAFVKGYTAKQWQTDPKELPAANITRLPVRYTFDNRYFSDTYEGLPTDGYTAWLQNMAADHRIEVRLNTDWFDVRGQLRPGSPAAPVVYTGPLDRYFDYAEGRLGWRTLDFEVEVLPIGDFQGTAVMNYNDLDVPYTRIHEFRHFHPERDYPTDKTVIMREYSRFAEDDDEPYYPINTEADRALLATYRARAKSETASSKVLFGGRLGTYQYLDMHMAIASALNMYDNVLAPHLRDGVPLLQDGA
FadD28 binding – inhibitors of FadD28 bisubstrate probe binding, primary screen, biochemical, fluorescence polarization, single point. Mycobacterium tuberculosis FadD28 fatty-acid-AMP ligase. inhibition, % at 12.5 µM. hit rate 0.22% among 360,000; in the data active = inhibition above about 8.5%, passing the limit was not always enough; inconclusive = no clear call, values can overlap the other calls
GDH-TPI inh – GDH-TPI coupling enzyme inhibitors, primary screen, artefact control for M. tuberculosis FBA inhibitor project, biochemical, absorbance, full deck; GDH-TPI coupled enzyme counterscreen, NADH absorbance; inhibition, % at 4.8 µM; hit rate 1.2% among 360,000; AID 588335, 2011;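 also: 0% = DMSO wells and 100% = wells lacking the enzyme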
PrPC TRFRET – inhibitors of human cell surface prion protein PrPC, primary screen, cell-based, TR-FRET; hit rate 0.43% among 370,000; Major prion protein (Homo sapiens), P04156; inhibition, % at 13.8 µM; TR-FRET read-out; in the data active = inhibition above about 24%; also: 0% = median of the test wells and 100% = reference compound wells
FBA Mtb inh – Mtb FBA enzyme inhibitors, primary screen, biochemical, fluorescence, strain H37Rv | hit rate 2.3% among 360,000 | Fructose-bisphosphate aldolase (Mycobacterium tuberculosis (strain ATCC 25618 / H37Rv)), … | inhibition, % at 1 µM | purified M. tuberculosis FBA, fluorescence read-out; in the data active = inhibition above about 27%;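 also: 0% = vehicle and 100% = reference inhibitor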
Target sequence (P9WQA3 whole entry, looked up): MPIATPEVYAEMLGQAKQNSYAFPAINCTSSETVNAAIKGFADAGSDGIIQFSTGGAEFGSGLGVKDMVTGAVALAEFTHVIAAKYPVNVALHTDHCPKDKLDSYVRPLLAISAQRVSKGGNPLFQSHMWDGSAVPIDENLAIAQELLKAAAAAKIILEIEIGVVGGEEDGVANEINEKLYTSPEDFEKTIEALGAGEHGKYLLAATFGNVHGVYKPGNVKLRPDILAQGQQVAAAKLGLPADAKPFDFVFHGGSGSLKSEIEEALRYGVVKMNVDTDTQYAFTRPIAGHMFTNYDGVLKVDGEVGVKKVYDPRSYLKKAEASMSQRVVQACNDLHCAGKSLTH
BoNT A protease – BoNT/A light chain protease inhibitors, primary screen, biochemical, flow cytometry, MLPCN library; inhibition, % at 10 µM; multiplex microsphere protease substrate cleavage; AID 588499, 2011; hit rate 0.17% among 360,000; in the data active = inhibition above about 30%; inconclusive = no clear call, values can overlap the other calls; also: plate controls were buffer without enzyme for full effect and enzyme alone for no effect
BoNT-F LC inh – BoNT/F light chain protease inhibitors, primary screen, biochemical, flow cytometry, MLPCN library; Botulinum neurotoxin type F light chain protease (Clostridium botulinum); Multiplex microsphere protease cleavage assay; inhibition, % at 10 µM; hit rate 0.22% among 360,000; in the data active = inhibition above about 35%, passing the limit was not always enough; inconclusive = no clear call, values can overlap the other calls; also: plate controls were buffer without enzyme for full effect and enzyme alone for no effect
Mtb BioA inh – M. tuberculosis BioA enzyme inhibitors, primary screen, biochemical, plate reader, single point, HTS; inhibition, % at 9.99 µM; AID 602481, 2012; hit rate 0.096% among 360,000; purified M. tuberculosis BioA enzyme; in the data active = inhibition above about 40%; inconclusive = no clear call, values can overlap the other calls
CCHFV vOTU inh – CCHFV vOTU protease inhibitors, primary screen, biochemical, Pep-AMC substrate, fluorescence; Crimean-Congo hemorrhagic fever virus L polyprotein viral ovarian tumor (vOTU) protease …; inhibition, % at 11.5 µM; hit rate 0.55% among 370,000; also: 0% = vehicle wells with enzyme and 100% = no enzyme wells
Starred values were filed as active, the others as inactive; u = inconclusive; x = no result given; + = active, no number; & = joins results of further samples. Rule as the data show it, unless noted: active = inhibition above about 30%; inactive = the rest.

No.	Molecule	Mtb UGM inh	FadD28 binding	GDH-TPI inh	PrPC TRFRET	FBA Mtb inh	BoNT A protease	BoNT-F LC inh	Mtb BioA inh	CCHFV vOTU inh
1	COc1ccc(NC(=O)CN(C)C(=O)c2ccc(N3CCCC3)c([N+](=O)[O-])c2)cc1	1.7	-1.8	0.7	-9.2	-4.2	3.2	5.8	x	-2.3
2	O=C(CN1CCCC1c1cccs1)Nc1cc(S(=O)(=O)N2CCCCC2)ccc1Cl (configuration not stated)	x	-3.6	-3.2	-3.3	-0.9	-6.8	-15.0	-0.5	5.3
3	NC(c1ccccc1)c1cccnc1 (configuration not stated)	-0.5	-3.1	-6.6	-8.3	-1.6	-3.1	u	-0.6	-2.0
4	Cc1cccc(C(=O)OCC(=O)c2csc(N3CCCCC3)n2)c1[N+](=O)[O-]	-1.1	2.7	36.4*	3.5	0.6	1.1	-8.7	0.6	12.5
5	Cn1nc(C(=O)N2CCN(c3ccccc3F)CC2)c2c1-c1ccccc1S(=O)(=O)C2	-0.4	-0.4	0.4	-2.6	-1.8	-0.6	-5.8	x	2.9
6	C/C(CC(=O)Nc1ccc([N+](=O)[O-])cc1)=N\NC(=O)c1ccccc1O	2.8	0.6	29.9	-4.2	-1.0	1.6	u	1.8	12.6
7	CCCCNc1c(-c2ccc(SC(C)CC)c(OC)c2)nc2ccc(Cl)cn12 (configuration not stated)	5.6	-0.6	10.8	6.0	16.1	-0.3	-13.3	-0.9	-62.4
8	COC(=O)c1ccc(N=Nc2ccccc2)cc1	-0.7	x	1.9	-1.7	2.6	-0.6	-3.5	1.5	5.8
9	CNC(=O)c1[nH]cnc1C(=O)N[C@@H](Cc1ccccc1)C(=O)OC(C)(C)C	-2.6	-0.6	-8.6	-0.5	-1.3	-0.4	1.9	1.7	-0.9
10	COc1ccc(N2CCN(C(=O)COc3ccc4ccccc4c3)CC2)cc1	0.4	-3.6	-10.4	1.6	1.4	0.6	-19.5	x	6.2
11	COc1ccc(C(=O)Oc2cccc3cccnc23)cc1[N+](=O)[O-]	-5.7	-1.9	3.9	-1.7	-1.2	-0.8	6.3	x	-0.4
12	CC1Cc2cc(/C(O)=C3/C(=O)C(=O)N(CCCn4ccnc4)C3c3cccc([N+](=O)[O-])c3)ccc2O1 (configuration not stated)	0.7	-2.5	12.9	-0.7	-0.3	0.2	0.8	0.5	5.7
13	Cc1onc(-c2ccccc2)c1C(=O)N(Cc1ccccc1)C(C)C	0.8	x	4.3	10.4	3.3	0.8	-7.3	0.1	5.1
14	COc1ccc(OCC(O)CNc2ccc(Br)cc2)cc1 (configuration not stated)	0.4	-0.2	3.3	12.3	0.5	0.5	-5.2	x	-8.7
15	COc1cccc(CN2CC(C(=O)NCCCn3cccn3)CCC2=O)c1 (configuration not stated)	-2.1	3.1	-5.8	-0.1	5.2	0.9	0.5	-4.3	1.8
16	O=S(=O)(NC1CCCCC1)c1ccc(S(=O)(=O)N2CCN3CCCC3C2)cc1 (configuration not stated)	-1.6	-0.3	6.1	-0.7	-2.8	0.8	3.1	x	4.5
17	Cc1ccc(NC2=NCC(=O)N2C2CCCC2)cc1	-1.9	0.1	10.1	1.9	2.4	0.3	1.8	x	-5.7
18	CC(C)(C)[C@H]1C=C(C(=O)Nc2ccccc2)O[C@@H](OCCCCO)C1	1.8	0.2	8.4	-5.6	4.1	-0.1	6.2	-1.2&-4.6	-8.3
19	Cc1ccc(C)c(-n2c(Cc3cc(=O)[nH]c(=O)[nH]3)nnc2SC(C)C)c1	-1.0	-2.1	5.3	-0.2	0.6	0.1	7.6	-0.1	3.4
20	Cc1cc(=O)oc2cc(OCC(=O)NCCc3ccccc3)ccc12	-0.4	-1.7	20.9	11.7	8.4	1.3	1.6	0.1	-9.2
21	CC(=O)N(C(C)=O)c1c(N2CCOCC2)c2ccccc2oc1=O	2.9	0.0	8.1	6.2	-2.5	4.2	6.1	-0.2	-7.1
22	Cc1cc2ncn(/N=C/c3ccc4c(c3)OCO4)c2cc1C	-1.1	-4.8	7.6	1.0	1.5	0.2	-0.9	x	1.4
23	CCC(CC)C(=O)N1N=C(c2ccc(NS(C)(=O)=O)cc2)CC1c1ccccc1 (configuration not stated)	-1.0	-1.6	22.8	7.2	+	0.0	-5.9	x	-88.8
24	Cc1ccc(N=Cc2c(O)n(C)c(=O)n(C)c2=O)cc1	-0.1	-1.2	35.4*	9.8	-1.8	0.9	u	-0.5	-0.9
25	COc1cc(NC(=O)CCC(=O)Nc2ccc3nc(N4CCOCC4)cc(C)c3c2)cc(OC)c1OC	1.6	-0.1	23.6	3.0	106.2*	-3.7	-12.8	0.9	-6.4
26	COc1ccc(CC(=O)NCC2CCCN(Cc3ccc(F)cc3F)C2)cc1 (configuration not stated)	-1.1	-2.2	2.6	2.2	0.6	-2.6	2.6	0.2	-10.9
27	Cn1c(=O)[nH]c(=O)c2c1[nH]c(=S)n2Cc1ccccc1	0.5	0.0	-1.3	-0.6	-1.4	-8.2	-22.5	-0.4	1.1
28	CN(Cc1ccccc1)C(=O)c1ccc(NC(=O)C2CCCN(C(=O)OC(C)(C)C)C2)cc1 (configuration not stated)	-2.4	-4.2	-6.0	6.9	1.2	-0.6	-1.7	-0.1	14.2
29	O=C(C[C@@H]1C/C=C\C[C@H](Cc2ccc(F)cc2)C(=O)OCCNC1=O)NCCO	0.2	-3.5	-2.3	-0.5	-2.0	-0.6	-2.7	1.1	7.6
30	O=C(O)CC1S/C(=N\N=C2CCCCCCC2)N(c2ccccc2)C1=O (configuration not stated)	-2.4	0.6	-3.8	-7.2	-0.6	0.2	-1.8	x	-4.5
31	CCOC(=O)N1CCN(c2cc(=O)n(Cc3ccc(F)cc3)c(=O)[nH]2)CC1	-0.4	-1.7	11.7	-4.0	2.7	0.7	2.7	-2.5	5.2
32	Cc1ccc2c(c1)[C@@H]1CN(C)CC[C@@H]1N2S(=O)(=O)c1ccc([N+](=O)[O-])cc1	-3.9	-1.5	13.7	-49.2	-1.1	-0.3	-2.2	-0.8	-6.7
33	COc1cc(Nc2c3ccccc3nc3ccccc23)cc(OC)c1OC	0.0	-1.1	0.0	-0.7	1.6	0.1	15.7	2.0	-7.0
34	COc1ccc(C(=O)NC2CCN(C(=S)Nc3cc(C)ccc3C)CC2)cc1	0.9	0.5	6.5	-0.5	1.6	0.1	-11.2	-0.2	-8.3
35	CCn1c(Cc2c(C)[nH]c3ccccc23)nnc1SCC(=O)NCc1ccco1	-0.1	-0.8	1.5	-5.1	0.7	0.6	9.5	-1.7	9.2
36	CC1CCN(Cc2c(C(=O)N/N=C/c3ccc(OC(C)C)cc3)nnn2-c2nonc2N)CC1	2.4	-0.5	14.8	-12.7	3.1	-2.1	-2.4	-0.6	15.9
37	COc1ccc(NC(=O)CCC(=O)Nc2nnc(C3CCCCC3)s2)c(OC)c1	0.1	-1.1	3.5	2.2	-1.1	-2.3	-6.6	0.6	13.6
38	O=C(Cc1csc2ccccc12)NCC1CC1	x	-0.6	x	-1.7	-0.5	-1.2	-5.8	x	0.4
39	COc1ccc(C2=NN(C(=O)CCC(=O)O)C(c3ccc(OC)c(OC)c3)C2)cc1 (configuration not stated)	-0.6	-0.7	13.8	-0.2	2.0	3.7	19.4	1.9	1.9
40	O=[N+]([O-])c1ccccc1OCCNCc1ccccc1	-0.2	-1.5	5.6	-7.6	-1.3	u	u	-1.4	-8.9
41	CCOC(=O)c1c(-c2ccccc2)csc1NC(=O)COc1ccc2c(C)cc(=O)oc2c1	-2.7	0.4	2.6	1.0	0.9	-0.3	-3.7	x	-0.3
42	CC(c1nc2ccccc2o1)N1C(=O)c2ccccc2C1=O (configuration not stated)	-2.0	-3.2	5.0	-10.8	0.2	3.4	22.2	-1.4	20.6
43	O=C(OCc1cn([C@@H]2CN(Cc3cccs3)[C@@H](c3ccccc3)C[C@H]2O)nn1)c1ccccc1	x	-0.1	3.1	-0.7	4.9	0.1	1.9	-1.8	-0.8
44	CCC1Nc2ncnc(N3CCCCC3)c2N(Cc2ccccc2)C1=O (configuration not stated)	-0.4	-2.5	3.1	-4.4	0.7	0.3	0.7	0.1	5.0
45	COC(=O)CC1C(=O)NCCN1C(=O)c1cc([N+](=O)[O-])ccc1Cl (configuration not stated)	0.0	-5.0	7.7	-12.7	2.8	0.0	3.5	0.2	-0.1
46	COC(=O)c1c(-c2c(Cl)cccc2Cl)noc1NC(=O)N(C)C	3.1	-3.8	-2.4	0.8	-0.5	-0.1	-1.5	x	7.7
47	CCCc1cc(C(=O)NNC(=S)NCC2CCCO2)cs1 (configuration not stated)	-2.8	-1.2	12.7	-0.8	0.4	1.4	0.6	0.4	-18.6
48	Nc1ccc(S(=O)(=O)N2CCCC2)cc1	-0.8	0.0	0.5	0.6	0.4	-0.6	1.5	-1.0	-2.3
49	N#Cc1ccccc1NC(=O)CNc1cc(S(=O)(=O)N2CCOCC2)ccc1NCC1CCCO1 (configuration not stated)	x	0.5	5.6	-5.6	4.5	-0.5	-3.1	0.4	6.7
50	CCC(=O)NC(=S)Nc1ccc(NC(=O)c2ccco2)c(OC)c1	-1.5	-0.4	8.4	3.1	-1.0	-0.5	1.3	x	-2.1
51	CC(C)(C)NC(=O)N1CCN(c2nc(-c3ccccc3)ns2)CC1	-0.3	0.1	8.1	3.4	3.0	-0.4	-4.0	-1.5	6.7
52	Cc1nn(Cc2ccc(F)cc2)c2sc(C(=O)Nc3ccccc3N3CCOCC3)cc12	3.1	u	2.6	-4.2	3.0	-0.4	-0.9	x	2.1
53	O=C(CCCOc1ccc(Cl)cc1)Nc1ccc(N2CCOCC2)cc1	-1.0	-3.4	7.1	1.3	-1.1	0.9	-27.4	x	27.0
54	COc1cc(Br)c(C(C)NC(=O)c2ccccc2)cc1OC (configuration not stated)	-0.9	-1.7	-4.4	6.1	-2.6	-1.7	-4.1	-1.4	-6.9
55	CCN(CCCNC(=O)COc1cc(=O)n(C)c2ccccc12)c1ccccc1	0.2	-10.2	2.2	-2.2	2.9	2.0	0.8	1.5	4.8

6 records drawn at random from those above:
No.	Molecule	Mtb UGM inh	FadD28 binding	GDH-TPI inh	PrPC TRFRET	FBA Mtb inh	BoNT A protease	BoNT-F LC inh	Mtb BioA inh	CCHFV vOTU inh
51	CC(C)(C)NC(=O)N1CCN(c2nc(-c3ccccc3)ns2)CC1	-0.3	0.1	8.1	3.4	3.0	-0.4	-4.0	-1.5	6.7
44	CCC1Nc2ncnc(N3CCCCC3)c2N(Cc2ccccc2)C1=O (configuration not stated)	-0.4	-2.5	3.1	-4.4	0.7	0.3	0.7	0.1	5.0
45	COC(=O)CC1C(=O)NCCN1C(=O)c1cc([N+](=O)[O-])ccc1Cl (configuration not stated)	0.0	-5.0	7.7	-12.7	2.8	0.0	3.5	0.2	-0.1
47	CCCc1cc(C(=O)NNC(=S)NCC2CCCO2)cs1 (configuration not stated)	-2.8	-1.2	12.7	-0.8	0.4	1.4	0.6	0.4	-18.6
42	CC(c1nc2ccccc2o1)N1C(=O)c2ccccc2C1=O (configuration not stated)	-2.0	-3.2	5.0	-10.8	0.2	3.4	22.2	-1.4	20.6
43	O=C(OCc1cn([C@@H]2CN(Cc3cccs3)[C@@H](c3ccccc3)C[C@H]2O)nn1)c1ccccc1	x	-0.1	3.1	-0.7	4.9	0.1	1.9	-1.8	-0.8
